NALP1 yeast inh: blocks the NALP1 inflammasome reconstituted in yeast; S. cerevisiae NALP1/ASC/caspase-1 growth, X-gal OD620, 72 h; inhibition, % at 10 µM; 0.61% of 280,000 active; AID 2071; in the data active = inhibition mostly above about 24%, no sharp cut-off; inactive = mostly below about 32%; also: some compounds called inactive have numbers as strong as hits
IDE cell inh: inhibitors of human insulin-degrading enzyme in cells. P14735. HEK cells, FAbetaB cleavage, fluorescence polarization. inhibition, % at 5.59 µM. 0.41% of 320,000 active. AID 434962;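 active = percent inhibition above the average of all tested compounds plus 3 SD, set per screening campaign, cut at about 16% in these data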;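 also: IDE supplied by intact live HEK cells; FP after avidin binding of uncleaved biotin substrate so inhibition keeps polarization high; 0% = DMSO wells and 100% = 60 µM reference IDE inhibitor Ii1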
Target sequence (P14735 whole entry, looked up): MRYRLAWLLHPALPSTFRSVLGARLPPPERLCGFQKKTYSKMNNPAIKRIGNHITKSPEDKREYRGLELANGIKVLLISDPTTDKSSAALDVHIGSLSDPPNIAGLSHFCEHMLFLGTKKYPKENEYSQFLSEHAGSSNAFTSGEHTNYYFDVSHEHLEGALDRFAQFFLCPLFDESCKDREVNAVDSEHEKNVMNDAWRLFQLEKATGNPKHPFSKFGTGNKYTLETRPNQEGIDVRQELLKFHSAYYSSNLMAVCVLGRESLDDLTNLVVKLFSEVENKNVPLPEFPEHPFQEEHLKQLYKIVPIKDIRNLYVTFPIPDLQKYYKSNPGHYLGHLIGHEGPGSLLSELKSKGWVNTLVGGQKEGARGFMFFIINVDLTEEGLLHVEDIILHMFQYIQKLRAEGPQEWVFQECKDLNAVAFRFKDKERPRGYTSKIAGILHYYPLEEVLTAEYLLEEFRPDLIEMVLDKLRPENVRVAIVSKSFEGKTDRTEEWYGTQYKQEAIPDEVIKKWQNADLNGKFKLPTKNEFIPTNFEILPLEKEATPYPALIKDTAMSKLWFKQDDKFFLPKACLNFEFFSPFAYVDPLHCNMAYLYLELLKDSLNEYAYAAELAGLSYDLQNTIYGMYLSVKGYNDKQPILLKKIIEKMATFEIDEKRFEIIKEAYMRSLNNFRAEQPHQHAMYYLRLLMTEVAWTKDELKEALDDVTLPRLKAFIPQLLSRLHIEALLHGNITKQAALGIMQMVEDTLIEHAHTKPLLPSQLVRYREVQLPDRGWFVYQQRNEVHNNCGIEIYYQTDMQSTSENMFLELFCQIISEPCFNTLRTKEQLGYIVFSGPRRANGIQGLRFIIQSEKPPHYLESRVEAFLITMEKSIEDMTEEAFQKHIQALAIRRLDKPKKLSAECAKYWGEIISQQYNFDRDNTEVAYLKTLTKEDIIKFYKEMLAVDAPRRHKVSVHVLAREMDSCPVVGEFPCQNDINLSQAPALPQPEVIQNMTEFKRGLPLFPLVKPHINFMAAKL
GPR7 antag: antagonists of human GPR7 (neuropeptides B/W receptor 1). 1.1% of 290,000 active. P48145. GPR7-expressing cells, fluorescence antagonist assay. inhibition, % at 4.4 µM. AID 1861; in the data active = inhibition above about 16%, passing the limit was not always enough;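 also: cells stimulated with the agonist NPW; 0% = agonist with vehicle and 100% = vehicle without agonist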
VIM-2 inh: blocks Pseudomonas aeruginosa VIM-2 metallo-beta-lactamase | purified VIM-2, nitrocefin hydrolysis, epi-absorbance fluorescence | inhibition, % at 5.6 µM | 0.89% of 290,000 active | AID 1527;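 active = inhibition above the mean of all tested compounds plus 3 SD, cutoff set per screening run, cut at about 7.5% in these data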;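 also: red hydrolysis product quenches plate fluorescence so inhibitors raise well fluorescence; 0% = enzyme with DMSO and 100% = DMSO without enzyme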
PHOSPHO1 block: inhibitors of human PHOSPHO1 phosphatase | Q8TCT1 | recombinant PHOSPHO1, absorbance phosphatase assay | inhibition, % at 13.3 µM | 1.1% of 290,000 active; in the data active = inhibition above about 60%
M18AAP inhibitor: PfM18AAP enzyme inhibition. recombinant PfM18AAP, H-Glu-NHMec fluorogenic cleavage. inhibition, % at 7.35 µM. 1.2% of 290,000 active;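 active = inhibition above the campaign mean inhibition over all tested compounds plus 3 SD, cut at about 28% in these data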;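 also: 0% = plate median of test compound wells and 100% = 2 mM ZnCl2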
IMP-1 inhibitor: inhibitors of Pseudomonas aeruginosa IMP-1 metallo-beta-lactamase | purified IMP-1, nitrocefin hydrolysis, epi-absorbance fluorescence | AID 1556 | inhibition, % at 5.6 µM | 0.45% of 290,000 active;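 active = inhibition above the mean plus 3 SD of all compounds in the same screening run, cut at about 4.5% in these data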;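 also: 0% = IMP-1 with DMSO and 100% = DMSO wells lacking enzyme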
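System: Purified recombinant IMP-1 metallo-beta-lactamase enzyme | Measured by: Fluorescence quenching readout, ex 480/em 530 nm | Replication: Singlicate | Incubation: 15 min preincubation plus 25 min reaction at 25 °C | Evaluation: Percent inhibition from optical density relative to buffer-blank wells | Benchmarks: DMSO with and without IMP-1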
p-CIP stab down: compounds decreasing mouse p/CIP protein stability. Q05BA5. decrease of EGFP signal, % at 10 µM. AID 1984. F442A p/CIP-EGFP cells, EGFP fluorescence, 16 h. 0.01% of 290,000 active;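 active = EGFP signal decrease of at least 30% at 10 µM or well 3 SD below plate mean, unless failing retest; inactive = the rest, including hits failing retest or dose response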; also: some compounds called inactive have numbers as strong as hits; many of its hits are not listed in these tables
IDE act: boosts human insulin-degrading enzyme activity in HEK cells; 0.073% of 340,000 active; P14735; AID 493087; FAbeta-B cleavage, fluorescence polarization; 0% vehicle, 100% cell-free pure enzyme wells; activation, % at 5.96 µM;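 active = activation above the mean of all tested compounds plus 3 SD, set per screening campaign, cut at about 17% in these data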
Numbers without * were called inactive; nt = not tested or not shown.

SMILES	NALP1 yeast inh	IDE cell inh	GPR7 antag	VIM-2 inh	PHOSPHO1 block	M18AAP inhibitor	IMP-1 inhibitor	p-CIP stab down	IDE act
COC(=O)c1ccccc1NC(=O)c1ccc(COc2ccccc2)o1	11	-2	-4	-3.1	7	0	-4.3	-2	4
Cc1cccc(NC(=O)CSc2nc(C)nc3c2c(=O)n(C)c(=O)n3C)c1	-8	nt	-10	-1.4	-9	1	-3.3	-4	-3
CC(C)C(C)(C#N)NC(=O)CSc1nnc(-c2ccccc2)o1 (configuration not stated)	6	-1	-2	-1.4	-4	-1	-3.3	6	-1
Cc1c(N=C2SCC(=O)N2/N=C/c2ccccc2)c(=O)n(-c2ccccc2)n1C	30	6	-2	-0.9	-9	-5	-1.3	0	0
OC(CN1C2=NCCN2c2ccccc21)c1ccc(Br)cc1 (configuration not stated)	16	4	-8	-1.8	11	-13	-1.7	-5	-4
CC(C)(C)NC(=O)CCN(/N=C/c1ccc([N+](=O)[O-])o1)C1=NS(=O)(=O)c2ccccc21	14	-6	-5	-0.5	-15	12	-4.0	-3	3
COc1ccc(-c2cc(C(F)(F)F)nc(N3CCN(c4ccc(F)cc4)CC3)n2)cc1OC	-14	nt	-6	-4.3	15	-8	-2.8	-15	3
O=C(Nc1ncccc1O)c1cccc(S(=O)(=O)N2CCc3ccccc32)c1	34*	1	6	-4.2	-16	1	-0.2	-9	6
CCOC(=O)N1CCC(NC(=O)c2ccc(CS(=O)c3ccc(Cl)cc3)o2)CC1 (configuration not stated)	2	-1	-12	-0.4	22	-6	-0.9	-9	3
CCn1c(O)c(N=NC(=O)c2cccc(S(=O)(=O)N3CCCCC3)c2)c2ccccc21	30	5	-19	-3.8	3	3	-1.7	-6	-2
CC(=O)Nc1ccc(NC(=O)CN2C(=O)COc3ccc(S(=O)(=O)N4CCOCC4)cc32)cc1	18	0	-10	-1.0	28	-5	-1.0	1	2
NC(=O)N=Nc1c(O)[nH]c2c(Br)cc(Br)cc12	-4	-1	-1	4.6	20	-5	-2.0	-7	nt
O=C(NNS(=O)(=O)c1ccc(F)cc1)C1CCN(Cc2cccc(F)c2)CC1	21	-6	-12	-6.8	-13	1	-5.1	2	9
O=C(NCCC1=CCCCC1)C(=O)NCc1ccccc1	7	-4	3	-3.5	13	-4	-2.8	-10	-2
CC(c1ccccc1)n1c(SCC(=O)Nc2ccccc2)n[nH]c1=O (configuration not stated)	-10	1	-5	-2.3	16	3	-3.3	1	4
O=C1NCCNC1(c1c[nH]c2ccccc12)C(F)(F)F (configuration not stated)	-4	2	3	-6.0	-9	1	-3.0	1	8
CCCOC(=O)C1[C@H]2C(=O)N(CC3CCCO3)C[C@]23C=C[C@H]1O3 (some centres not stated)	4	-6	-2	-2.9	-8	3	-5.1	-13	0
COc1ccc(/C=C/C(=O)O)cc1Cl	0	-3	-11	-0.4	-10	-1	0.7	-16	-1
CN1C(C(=O)Nc2ccc(OC(F)(F)F)cc2)=CC(c2cccs2)=NS1(=O)=O	21	-3	-9	-0.1	13	-7	-2.3	-9	1
O=C(COC(=O)c1ccc(F)cc1)NCCCc1ccccc1	14	-3	12	-1.5	24	-14	-0.7	0	4
CC(C)c1nc(CNC(=O)CC2C(=O)NCCN2Cc2ccoc2)cs1 (configuration not stated)	25	4	-7	0.8	28	3	-1.2	-13	0
CC(=O)Nc1cccc(Oc2ncnc3scc(-c4ccccc4)c23)c1	18	3	-7	1.7	-1	7	-0.5	-7	6
Nc1nonc1-n1nnc(C(=O)N/N=C/c2cc(Br)cs2)c1-c1ccccc1	19	5	-15	-1.5	24	-3	-3.9	-27	-3
Cc1cc(-c2ccccc2)nc(N(C)NC(=O)C(C)(C)C)c1S(C)(=O)=O	20	3	-18	-2.2	38	-4	-2.9	-3	2
CC/S(=N\S(=O)(=O)c1ccc(C)cc1)c1ccccc1 (configuration not stated)	-6	1	-13	-4.3	7	1	-2.7	0	7
C/C(Nc1ccccc1)=C(/C#N)C(N)=O	9	0	-7	-3.9	14	5	1.0	-10	6
CC(CNC(=O)c1ccc(C#N)cc1)NC(=O)c1ccc(C#N)cc1 (configuration not stated)	0	nt	9	-2.0	nt	-5	-1.7	8	1
COc1ccc(Cl)cc1NC(=O)C1Cc2ccccc2CN1S(C)(=O)=O (configuration not stated)	3	6	-6	-3.5	24	28*	-0.1	-4	8
CCC(C)NC(=O)CSc1nc2scc(-c3ccccc3)c2c(=O)[nH]1 (configuration not stated)	28	5	4	-2.4	5	3	-3.6	-4	2
CCCCN(C(=O)CCC(=O)Nc1cc(C)on1)C(C(=O)NC1CCCC1)c1ccccc1OCC (configuration not stated)	10	9	-1	-0.6	-12	1	-3.2	-6	-2
CC(=O)Nc1ccc(NC(=O)C(Sc2ccccc2)c2ccccc2)cc1 (configuration not stated)	6	-3	-12	-1.1	28	3	-2.6	-8	0
CCOc1ccc(NC(=O)CSc2nnc(-c3ccncc3)n2CC2CCCO2)cc1 (configuration not stated)	-7	11	-1	-1.0	3	-2	-2.5	1	-9
CCN(CC)CCN1C(=O)C(O)=C(C(C)=O)C1c1ccc(OC)c(OC)c1 (configuration not stated)	12	2	-8	-3.1	16	4	-5.3	1	3
COc1cc2c(c(O)c1OC)-c1c(cc(OC)c(OC)c1OC)C[C@@H](C)[C@@H](C)C2	6	-1	nt	nt	13	nt	nt	-2	-1
Nc1nc(NCC2CCCO2)nc(Nc2cccc(F)c2)c1[N+](=O)[O-] (configuration not stated)	8	6	-18	-2.8	21	3	-3.1	5	4
CCC1(C(=O)OC)NC(c2ccccc2OC)C2C(=O)N(C)C(=O)C21 (configuration not stated)	-6	1	-13	-2.8	-12	-4	-2.0	6	7
COc1cccc(N2CCN(S(=O)(=O)c3ccc4c(c3)NC(=O)CS4)CC2)c1	19	1	-4	-1.9	32	1	-1.4	-14	5
COc1ccc(C2C(C(=O)c3sc(C)nc3C)=C(O)C(=O)N2CCN(C)C)cc1 (configuration not stated)	6	-2	-14	-1.3	0	5	-3.0	0	0
Cc1ccc([N+](=O)[O-])cc1NC(=O)Nc1cccc(F)c1	15	nt	40*	-3.6	27	-1	-2.0	-5	2
CCOC(=O)c1ccc(NC(=O)C(=O)NCc2ccncc2)cc1	24	6	14	-2.2	21	8	0.4	-18	3
COc1ccc(CNC(=O)CCSCc2ccc(C)cc2)cc1	-29	0	-8	2.1	0	-3	-0.3	6	3
CC(C)c1cc(C(F)(F)F)n2nc(C(=O)O)cc2n1	-16	2	-1	-2.6	7	-10	-1.5	-8	0
COc1ccc(CN2CCNC(=O)C2CC(=O)N2CCCN(C(C)=O)CC2)c(OC)c1 (configuration not stated)	6	-2	-9	-0.8	16	13	-3.5	0	5
CCN(CC)c1ccc(NC(=O)Cn2ncc3c(C)n(Cc4ccccc4F)c(C)c3c2=O)c(C)c1	4	5	-13	-1.0	-50	4	-3.9	0	3
CN(CC(=O)NC1CCCCCC1)S(=O)(=O)c1ccc2c(c1)n(C)c(=O)c(=O)n2C	-3	-2	-3	-4.3	-9	4	-3.8	3	-3
CC(Sc1sc(=S)sc1SC(C)C(=O)O)C(=O)O (configuration not stated)	-8	4	-11	-1.2	-5	21	-2.4	0	-2
CN(C)C(CNC(=O)c1ccc2c(c1)S(=O)(=O)c1ccccc1C2=O)c1ccco1 (configuration not stated)	-5	6	-5	0.1	21	0	-3.0	1	-3
Cc1cccc(NC(=O)CCS(=O)(=O)c2ccc(Cl)cc2)c1	4	-4	2	-2.0	20	-5	-0.8	-4	3
Cc1cc2cc3c(cc2nc1SCc1ccc(C(=O)O)cc1)OCCO3	34	0	2	-1.0	-8	0	-3.8	-4	3
C/C(=N\OCC(=O)Nn1c(C)nc2ccccc2c1=O)c1ccccc1	25	6	-11	-1.8	-2	0	-6.5	3	0

As entered above:
CC(C)c1cc(C(F)(F)F)n2nc(C(=O)O)cc2n1 in VIM-2 inh is listed with -2.6
Cc1cc2cc3c(cc2nc1SCc1ccc(C(=O)O)cc1)OCCO3 in PHOSPHO1 block is listed with -8
COc1ccc(CNC(=O)CCSCc2ccc(C)cc2)cc1 in M18AAP inhibitor is listed with -3
Cc1cccc(NC(=O)CCS(=O)(=O)c2ccc(Cl)cc2)c1 in IDE act is listed with 3
CCN(CC)c1ccc(NC(=O)Cn2ncc3c(C)n(Cc4ccccc4F)c(C)c3c2=O)c(C)c1 in VIM-2 inh is listed with -1.0

The list continues.
SMILES	NALP1 yeast inh	IDE cell inh	GPR7 antag	VIM-2 inh	PHOSPHO1 block	M18AAP inhibitor	IMP-1 inhibitor	p-CIP stab down	IDE act
CCN(CC)CCCN1C(=O)C(=O)/C(=C(/O)c2ccc(C)cc2)C1c1ccccn1 (configuration not stated)	9	0	-7	-3.0	-26	0	-0.9	-12	-4
CCc1ccccc1NC(=O)Cn1cccc1C1=NC(c2ccccc2)CO1 (configuration not stated)	16	-2	-3	-0.6	-7	-2	-2.0	-1	4
Cc1ccc(C(=O)Nc2ccc(F)cc2F)o1	5	1	-1	-2.5	2	-2	-0.1	-12	2
Cc1ccc(NC(=O)c2ccc3ncsc3c2)cc1S(=O)(=O)N(C)C	nt	-7	-7	0.7	10	24	-2.1	0	nt
COc1cc(C(=O)O/N=C(\N)c2ccc([N+](=O)[O-])cc2)cc(OC)c1OC	20	1	-2	1.2	-14	-6	-5.4	-5	4
Cc1nc(-c2ccc(C(=O)Nc3cccc(F)c3)cc2)cs1	-4	8	10	2.9	nt	-8	3.6	36	-4
O=c1ccc2cc3c([nH]c4ccc(Br)cc43)oc-2c1O	9	10	-1	-0.3	7	10	-0.5	-15	-22
CC1(C(=O)OCC(=O)NC(=O)NCc2ccccc2)CC1(Cl)Cl (configuration not stated)	10	-5	-8	-0.9	-2	1	-2.2	7	10
Cc1ccc(S(=O)(=O)N2CCC(C(=O)N3CCC[C@H]3C(=O)NCc3ccco3)CC2)cc1	17	-3	-9	-3.8	10	7	-3.3	-9	4
CCCC(=O)Nc1nnc(Sc2ccc(N(C)C)cc2)s1	6	9	8	0.0	-14	1	-0.4	8	-1
O=C(CSc1nccc(=O)[nH]1)Nc1ccc(Br)c(Cl)c1	17	1	-9	-0.6	-20	-4	-1.7	-17	0
O=C1C(=O)N(Cc2cccnc2)C(c2cccc(O)c2)/C1=C(\O)c1ccc2c(c1)OCCO2 (configuration not stated)	11	9	0	2.3	-22	16	-3.3	6	3
Cc1cccc(C)c1OCC(O)CN1CCN(c2ccccc2)CC1 (configuration not stated)	10	-1	-12	-1.1	51	-10	-1.4	-5	9
NC(=O)/C=C\C(=O)Nc1cccc(C(F)(F)F)c1	61*	6	-8	-1.7	22	-12	-1.5	-6	-5
Clc1ccc(OCc2nn3c(C4CCCCC4)nnc3s2)cc1	43	1	-7	-1.5	32	-37	-3.7	-8	0
COc1ccc(S(=O)(=O)N(CCc2ccccc2)CC(=O)NCCCO)cc1	-4	-4	-8	-2.9	20	-1	-3.1	6	2
Cc1ccc(C(C(=O)NC(C)(C)C)N(Cc2ccccc2)C(=O)c2snc(C(N)=O)c2N)o1 (configuration not stated)	0	0	-7	-0.6	-18	3	-1.2	11	2

Whole records, quoted from the list. Order of values: NALP1 yeast inh, IDE cell inh, GPR7 antag, VIM-2 inh, PHOSPHO1 block, M18AAP inhibitor, IMP-1 inhibitor, p-CIP stab down, IDE act
Cc1cccc(C)c1OCC(O)CN1CCN(c2ccccc2)CC1 (configuration not stated) is entered as 10, -1, -12, -1.1, 51, -10, -1.4, -5, 9
Clc1ccc(OCc2nn3c(C4CCCCC4)nnc3s2)cc1 is entered as 43, 1, -7, -1.5, 32, -37, -3.7, -8, 0

Screening results: PubChem BioAssay, several laboratories
